# Screening data as filed in PubChem.
# proKLK7 act: activators of human kallikrein-7 zymogen. AID 652039. purified proKLK7, EDANS-DABCYL substrate fluorescence; 100% is mature enzyme control, 0% vehicle. P49862. actives 0.9% (n = 370,000). activation, % at 7 µM;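 active means activation above the mean of all tested compounds plus 3 SD, computed per campaign excluding outliers beyond control limits, cut at about 13% in these data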
# Target sequence (P49862 whole entry, looked up): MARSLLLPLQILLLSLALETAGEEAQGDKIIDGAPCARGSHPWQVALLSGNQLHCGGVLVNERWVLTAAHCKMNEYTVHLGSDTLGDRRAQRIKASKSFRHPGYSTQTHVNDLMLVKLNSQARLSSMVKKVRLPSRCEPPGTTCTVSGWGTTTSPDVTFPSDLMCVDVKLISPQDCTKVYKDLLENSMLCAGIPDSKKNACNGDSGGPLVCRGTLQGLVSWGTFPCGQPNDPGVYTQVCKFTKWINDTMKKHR
# PLCg1 inh: PLC-gamma1 (human) inhibition, primary screen | P19174 | actives 0.84% (n = 370,000) | inhibition, % at 12.2 µM | AID 720700 | purified PLC-gamma1, fluorogenic substrate, fluorescence; in the data active means inhibition above about 9.5%
# ADAM10 inh: ADAM10 inhibition, QFRET primary screen. O14672. recombinant ADAM10, EDANS/DABCYL FRET peptide cleavage, 3 h. inhibition, % at 7 µM. actives 0.62% (n = 370,000). AID 720582;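 active means inhibition above a per-campaign cutoff equal to the mean of compounds falling between control-based bounds plus 3 SD, cut at about 20% in these data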;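 further: 0% = DMSO wells while the 100% control is not disclosed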
# ADAM17 inh: inhibitors of human ADAM17. P78536. recombinant ADAM17, EDANS/DABCYL FRET peptide cleavage. inhibition, % at 6.95 µM. actives 0.83% (n = 370,000). AID 720648;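 active means inhibition above the mean of compounds lying between control limits plus 3 SD, set per campaign, cut at about 8.5% in these data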;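 further: 0% = DMSO-only wells as the low control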
# ASAP1 GAP inh: ASAP1 ArfGAP inhibition. Q9ULH1. ASAP1-stimulated ARF1 GTP hydrolysis, GDP FP detection. inhibition, % at 16.5 µM. actives 0.19% (n = 360,000). AID 624377; in the data active means inhibition above about 25%;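 further: 0% = vehicle with enzyme and substrate and 100% = no enzyme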
# Tn6 DDE FP: inhibitors of Tn6 peptide binding to human fibrin DD(E); Fibrin DD(E) TRITC-Tn6 fluorescence polarization displacement; inhibition, % at 8.3 µM; actives 0.21% (n = 370,000); AID 720509;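 active means inhibition above a per-campaign cutoff: mean of compounds within control limits plus 3 SD, cut at about 15% in these data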;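 further: 0% = median of all compound wells on the plate and 100% = blocking peptide control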
# ARFGAP1 inhibitor: rat ARFGAP1 inhibition; actives 0.26% (n = 360,000); AID 651572; inhibition, % at 16.5 µM; Arfgap1-stimulated ARF1 GTP hydrolysis, GDP FP detection;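 active means inhibition above a per-plate limit, mean inhibition of low control wells plus 3 SD, cut at about 25% in these data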;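 further: 0% = DMSO wells with enzyme and 100% = wells lacking Arfgap1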
# Target sequence (Q62848 1-136 limits assumed): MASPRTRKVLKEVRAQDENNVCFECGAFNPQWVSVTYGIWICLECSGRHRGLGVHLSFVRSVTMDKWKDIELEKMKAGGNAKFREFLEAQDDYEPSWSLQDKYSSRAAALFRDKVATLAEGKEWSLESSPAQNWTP
#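 Replicates: Single well per compound | Assay system: Truncated rat Arfgap1 GAP domain | Control set: No-Arfgap1 wells (100%) versus DMSO full-reaction wells (0%) | Times: Enzyme reaction 120 min at 25 °C after 20 min preincubation | Reagent: Human ARF1(Δ1-17)-GTP substrate | Measured by: Tracer-displacement fluorescence polarization with EDTA stop, 620/688 nm | Measure: Percent inhibition of Arfgap1-stimulated GTP hydrolysis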
# LEDGF integ inh: blocks HIV-1 LEDGF/p75-dependent DNA integration | TR-FRET IN-LEDGF/p75 DNA integration, Eu/Cy5 | inhibition, % at 3.7 µM | actives 0.64% (n = 370,000) | AID 743269;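 active means inhibition above the screen-wide mean plus 3 SD, cut at about 13% in these data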;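 further: signal is the Cy5 over europium emission ratio at 671 and 618 nm; 0% = plate median of compound wells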
# TDP2 absorb: TDP2 (human) inhibition, absorbance primary screen. AID 720702. O95551. inhibition, % at 12.8 µM. recombinant TDP2, T5PNP hydrolysis, p-nitrophenol absorbance 415 nm. actives 0.34% (n = 370,000);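 active means inhibition above the mean of all tested compounds plus 3 SD, set per campaign, cut at about 25% in these data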;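 further: 0% = DMSO with enzyme and 100% = buffer with substrate but no TDP2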
# Target sequence (O95551 whole entry, looked up): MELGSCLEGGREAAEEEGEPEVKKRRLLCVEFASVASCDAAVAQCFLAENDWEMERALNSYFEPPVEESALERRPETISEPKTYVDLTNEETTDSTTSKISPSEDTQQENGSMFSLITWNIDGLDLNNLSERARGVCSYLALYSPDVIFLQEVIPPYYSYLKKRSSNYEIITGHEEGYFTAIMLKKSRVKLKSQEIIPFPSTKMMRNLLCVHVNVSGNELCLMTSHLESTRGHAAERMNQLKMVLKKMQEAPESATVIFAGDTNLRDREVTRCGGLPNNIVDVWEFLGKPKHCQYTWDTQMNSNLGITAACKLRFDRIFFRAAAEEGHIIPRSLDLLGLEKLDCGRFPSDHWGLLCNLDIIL
#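 Incubation: 2 h at 37 °C; Test system: recombinant human TDP2; Quantity: enzyme 120 nM; Read-out basis: percent inhibition; Medium: 50 mM Tris-HCl pH 7.5 with Mg2+, KCl, DTT, BSA; Repeats: single replicate; Compound: 12.8 µM single point, 1% DMSO; Signal: epi absorbance; Reagent: 5 mM T5PNP chromogenic substrate; Benchmarks: no-enzyme high, DMSO-plus-enzyme low.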
# DDE Tn7 FP inh: inhibitors of Tn7 peptide binding to human fibrin DD(E); inhibition, % at 8.3 µM; AID 720508; FP displacement of FITC-Tn7 peptide from fibrin DD(E); 0% = median of compound wells per plate; P02675; actives 0.13% (n = 370,000);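 active means inhibition above the mean of compounds falling within the control limits plus 3 SD of them, cut at about 14% in these data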;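 further: 0% = plate median of compound wells and 100% = 10 µM Aha-Tn7 peptide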
#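 Assay system: Human fibrin DD(E) protein | Medium: Tris buffer with calcium and detergent, pH 7.8 | Reagent: 0.1 µM fluorescent Tn7 | Compound dosing: Single point at 8.3 µM | Times: 10 min preincubation, 3 h with tracer, room temperature | Detection: Fluorescence polarization of the labelled Tn7 tracer | Controls: Aha-Tn7 high control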
# The depositor's hits bear a star; i = inactive.
proKLK7 act	ADAM17 inh	PLCg1 inh	ADAM10 inh	Tn6 DDE FP	ARFGAP1 inhibitor	LEDGF integ inh	TDP2 absorb	DDE Tn7 FP inh	SMILES	ASAP1 GAP inh
-0.1	1.3	-1.0	3.8	-2.3	-6.5	4.3	2.7	-1.9	Cc1ccc(S(=O)(=O)N2CCN(C(=O)CCC(=O)NCc3cccc(C(F)(F)F)c3)CC2)cc1	-14.0
-0.7	-3.0	-2.5	-4.5	4.3	4.8	-3.7	-11.8	2.5	Cn1c(=O)c2c(ncn2CC(O)CNc2ccc(Br)cc2)n(C)c1=O (configuration not stated)	-13.4
0.6	0.6	0.5	4.9	5.1	5.0	-2.5	0.6	-5.7	COC(=O)[C@]12C[C@H](CC(=O)NCc3cccc4ccccc34)C(=O)N(Cc3ccccc3)C1=C[C@H](C1CCCC1)O[C@@H]2C	5.7
-0.4	0.0	-0.6	2.3	-2.3	1.6	-2.8	10.7	1.5	Cc1c(C(=O)N2CCc3ccccc3C2)oc2ccc(S(=O)(=O)N3CCCCCC3)cc12	-3.2
0.5	1.4	2.3	-1.5	5.2	-1.9	4.2	2.8	1.3	CCOC(=O)C1=NOC(CN(c2ccccc2)S(=O)(=O)c2ccc(Cl)cc2)C1 (configuration not stated)	-1.5
-0.3	-1.9	1.0	0.9	3.9	3.7	-1.6	4.5	-1.3	CCn1c(SCc2nnc(-c3ccccc3)o2)nnc1-c1ccc(S(=O)(=O)N2CCCC2)cc1	4.2
0.3	6.8	6.3	5.1	-7.7	-6.8	10.9	-18.5	-4.6	CC(C)c1ccc(C(=O)N2CCCN(C(=O)c3ccc(C(C)C)cc3)CC2)cc1	-8.3
0.5	0.4	0.1	-1.4	1.0	-6.1	-0.5	4.5	-4.2	O=S(=O)(c1ccc(-c2csc(-c3cccnc3)n2)cc1)N1CCCC1	0.5
0.0	-2.2	0.9	-1.0	5.8	9.3	-0.1	1.3	-8.2	Cc1ccc(CNC(=O)CCCn2c(=O)c3ccccc3n(CC(=O)NC3CCCC3)c2=O)cc1	-9.7
0.6	-0.4	-8.2	-3.0	1.2	-10.0	-0.4	5.7	4.0	CCc1nnc(NC(=O)CSc2nnc(Cc3cccn3C)n2C)s1	-2.7
-0.1	-2.4	-0.4	-10.3	0.2	10.8	0.1	7.9	2.5	Cc1nn(Cc2noc(C(=O)NCc3ccc4c(c3)OCO4)n2)c(C)c1Br	-7.0
0.3	-1.4	2.8	4.4	1.7	-8.2	0.6	-8.4	-3.9	O=C(CS(=O)(=O)c1cn(CC(=O)N2CCCC2)c2ccccc12)Nc1ccccc1F	1.1
-6.9	-41.7	-136.0	-149.5	-4.5	0.9	4.3	-13.8	0.5	c1ccc(Oc2ccc(-c3cc(NCCc4cccnc4)n4nccc4n3)cc2)cc1	8.1
0.3	1.5	-0.9	-0.2	-4.5	2.6	-0.8	16.2	-4.1	CCOc1ccc(NC(=O)C2CC(=O)N(c3ccccc3F)C2)cc1 (configuration not stated)	1.5
-0.5	-2.2	5.4	-11.0	-5.3	1.1	3.4	6.4	-1.4	C=CCSc1nc2sc3c(c2c(=O)[nH]1)CC(C)(C)OC3	11.8
0.0	3.1	6.1	6.3	-1.2	-0.5	-3.0	-2.5	2.5	O=C(C1CC1)N1CCc2cc(S(=O)(=O)NCC3COc4ccccc4O3)ccc21 (configuration not stated)	-1.2
0.0	-1.6	3.4	4.1	3.3	12.4	-1.2	9.4	-0.2	O=C(/C=C/c1cccc(F)c1)OCC(=O)N1CCCC1	2.4
0.4	-3.4	1.4	1.9	4.2	-12.1	0.6	-3.0	-1.9	CC(C)CCN1CCN(Cc2cccc(-n3cccn3)c2)CC1CCO (configuration not stated)	13.3
0.0	-1.9	6.1	-8.9	-0.3	12.1	-1.8	-0.5	-0.3	Cc1cc(C)nc(NS(=O)(=O)c2ccc(NC(=O)CN3C(=O)c4ccccc4C3=O)cc2)n1	-2.5
49.4*	i	i	i	2.1	-4.0	0.5	18.1	0.6	CNc1cncc(-c2cccc(C(=O)N3CCOCC3)c2)n1	0.4
-0.6	-30.8	-34.9	-93.6	5.9	8.8	-2.9	1.9	0.3	CC1CCCCC1NC(=O)/C=C/c1nc2ccccc2s1 (configuration not stated)	-10.9
16.1*	-81.4	i	-295.1	-4.9	4.4	0.3	1.7	-1.5	CCCCn1c(SCC(N)=O)nc2ccc(N3CCOCC3)cc2c1=O	-11.4
0.2	-1.1	1.7	-7.0	14.4	5.4	-5.2	5.0	1.7	CCCCn1nnnc1C(c1cc2ccccc2o1)N1CCN(c2ccccc2F)CC1 (configuration not stated)	5.5
7.4	-12.0	-40.1	-31.8	-3.3	-2.5	13.8*	-9.1	-4.5	Cc1ccc(-c2cc(C(=O)O)c3cc(Br)ccc3n2)o1	5.3
0.1	-0.8	3.5	0.2	1.2	4.3	-1.2	0.7	0.5	CC(C)C(NC(=O)c1ccccc1)C(=O)NC1=NCCS1 (configuration not stated)	9.6
0.0	-1.4	-2.0	8.8	0.2	1.8	1.5	4.6	-2.1	Cc1cc(N2C(=O)C(=O)/C(=C(/O)c3ccc(F)cc3)C2c2cccc(Br)c2)no1 (configuration not stated)	11.5
-0.4	2.9	-0.3	3.5	4.8	7.8	-0.3	-3.7	5.1	O=C(/C=C/c1ccccc1)N1c2ccccc2Sc2ccc(C(F)(F)F)cc21	-5.5
0.5	-0.1	0.1	-7.7	-7.1	10.2	0.6	-0.7	-2.5	COc1ccc(C)cc1C(=O)C1CC(C(=O)O)C(C)(C)C1C (configuration not stated)	8.2
-0.1	10.1*	2.3	5.4	-4.1	0.9	1.4	-9.3	-3.5	CCN(c1ccc(OC)cc1)S(=O)(=O)c1nnc(NC(=O)C2CCCCC2)s1	-2.3
0.1	-3.1	0.9	-4.3	7.1	-9.9	0.1	-0.8	3.6	O=C(Nc1ccc(Br)cc1)N1CCCCCCC1	-9.9

# Structures above containing an aryl methoxy group:
proKLK7 act	ADAM17 inh	PLCg1 inh	ADAM10 inh	Tn6 DDE FP	ARFGAP1 inhibitor	LEDGF integ inh	TDP2 absorb	DDE Tn7 FP inh	SMILES	ASAP1 GAP inh
0.5	-0.1	0.1	-7.7	-7.1	10.2	0.6	-0.7	-2.5	COc1ccc(C)cc1C(=O)C1CC(C(=O)O)C(C)(C)C1C (configuration not stated)	8.2
-0.1	10.1*	2.3	5.4	-4.1	0.9	1.4	-9.3	-3.5	CCN(c1ccc(OC)cc1)S(=O)(=O)c1nnc(NC(=O)C2CCCCC2)s1	-2.3

# (more compounds)
proKLK7 act	ADAM17 inh	PLCg1 inh	ADAM10 inh	Tn6 DDE FP	ARFGAP1 inhibitor	LEDGF integ inh	TDP2 absorb	DDE Tn7 FP inh	SMILES	ASAP1 GAP inh
-0.7	0.6	0.8	-5.5	6.3	-1.2	-1.9	-0.2	5.0	Cc1cccc(C(C)C)c1NC(=O)CN(C)Cc1cccc(F)c1	4.7
1.2	-1.7	1.6	-0.8	-2.5	0.4	3.2	3.4	-3.2	CCN(CC)C(=O)C1=C(C)N(Cc2ccccc2)C(=O)C(CC(=O)NCc2cccs2)C1 (configuration not stated)	-7.1
-0.1	-2.8	0.0	-3.1	9.2	4.5	-4.4	3.6	-0.7	CSc1cccc(NC(=O)N2CCCC(CNS(=O)(=O)Cc3ccccc3)C2)c1 (configuration not stated)	-6.1
0.2	-1.3	-2.5	-3.5	-1.4	10.7	-0.8	-0.2	-2.6	O=C(Cc1ccc(S(=O)(=O)N2CCCCC2)s1)Nc1cccc2ccccc12	9.8
-0.3	-0.7	-8.4	-2.7	0.2	0.4	1.0	3.1	1.7	Cc1nc(C/C(=N\Nc2ccccc2)c2ccc(O)cc2O)cs1	8.5
0.1	-7.7	0.8	-1.9	3.2	-5.8	-1.7	3.5	8.5	Cc1ccnc(SCc2cc(=O)c(OC(=O)c3ccccc3)co2)n1	18.4
-0.6	0.0	0.4	7.4	8.3	-2.4	0.0	0.5	5.1	CC(C)Oc1ccc(C(=O)NC2(C(F)(F)F)N=C3SCCN3C2=O)cc1 (configuration not stated)	-12.0
0.3	2.1	2.5	5.0	9.2	9.1	1.1	-14.7	-3.5	c1cncc(CSc2nnc(-c3cccnc3)n2Cc2ccco2)c1	-7.0
0.5	5.7	-0.6	3.7	-2.8	4.7	-2.0	-4.6	1.9	OC[C@@H]1CN(Cc2cccc(C(F)(F)F)c2)C[C@H](n2cnc3c(NCc4ccc(F)cc4)ncnc32)O1	1.1
0.5	-0.5	-0.1	-5.6	-0.9	0.5	-1.2	-6.3	4.7	Cc1ccccc1C(=O)NCCNC(=O)c1ccco1	-6.1
-0.6	0.4	4.3	11.2	-5.9	6.2	-0.1	-7.4	1.0	Cc1nc(=O)c(-c2ccccc2)c(C)n1CC1CCCO1 (configuration not stated)	-5.9
0.5	2.1	4.1	-0.5	-4.7	12.3	3.2	-2.6	-5.0	CC(C)(C)c1ccc(CC(=O)N2CCC2(C)C(=O)NCc2cccs2)cc1 (configuration not stated)	-1.1
75.9*	-191.8	i	i	4.5	8.1	2.6	-1.8	6.2	CCOC(=O)Oc1ccc2c(=O)c(Oc3cccc(C)c3)coc2c1	2.4
0.5	1.5	-9.5	-3.9	1.7	-0.5	4.0	1.1	-0.8	Cc1ccc(C(=O)N/C(=C\c2ccco2)C(=O)N2CCCCC2)cc1	4.7
0.6	1.6	3.1	-9.0	10.8	-3.0	0.2	-5.4	5.3	CS(=O)(=O)c1ccc(Cl)c(NC(=O)CCNC(=O)c2ccco2)c1	2.0
-0.1	-0.1	-0.4	-4.3	6.3	-2.3	2.5	6.0	5.7	COc1ccc(S(=O)(=O)NCC(c2cccnc2)N2CCN(Cc3ccccc3)CC2)cc1C (configuration not stated)	7.7
-0.5	-3.1	-2.4	-3.0	-4.6	5.2	3.5	4.5	6.5	O=C(NCCc1ccccn1)c1cc(-c2ccccc2Cl)nc2ccccc12	2.9
0.9	-37.2	-10.6	-120.2	-1.7	12.2	1.5	9.4	8.0	CC(C)Cn1cc(C(=O)N2CCN(c3ccccn3)CC2)c2c3ccccc3n(C)c2c1=O	3.3
0.2	-3.7	-0.2	-6.1	1.0	-12.4	0.4	1.3	-0.9	CCOC(=O)C1(C)CCCN(C(=O)c2ccc(F)cc2Cl)C1 (configuration not stated)	-10.9

# A few values from above.
# ADAM10 inh result of `Cc1nc(=O)c(-c2ccccc2)c(C)n1CC1CCCO1` (configuration not stated) = 11.2
# ASAP1 GAP inh result of `Cc1ccnc(SCc2cc(=O)c(OC(=O)c3ccccc3)co2)n1` = 18.4
